Assay outcomes as filed in PubChem BioAssay.
HCV inh = blocks hepatitis C virus. Huh7.5.1 HCVcc-Cre infection, luciferase reporter, 44 h. Potency, µM (highest dose often 41.8 µM), for the others: at the highest dose activity change, negative = inhibition, usual class: inhibitors. 340,000 tested, 3.4% active; active means well fitted inhibition curve with a large enough effect; inconclusive means small, poorly fitted or top-dose-only effect, or another doubt; inactive means no such curve, though single readings can be large or run the other way; further: potency means the concentration at half of the fitted maximal effect
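Luciferase read-out (15 sec integration) after a 15 min room-temperature substrate step quantifies HCVcc-Cre infection. Cells, 1,000 per well, had compound added 4 h post-plating, then virus at ~0.5 moi, and were cultured 44 h.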
HCMV antiviral = inhibitors of human cytomegalovirus; 410,000 tested, 4.5% active; HFF cells, HCMV-luciferase reporter, 72 h; hits give low values; activity change, negative = inhibition, % at 57.5 µM; in the data active means activity change below about -60%; inconclusive means no clear call, values can overlap the other calls; inactive means above about -39%
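Two-dose cell screen: HFF monolayers treated with compounds and infected with luciferase-expressing HCMV at 1 PFU/cell, 72 h at 37C, then lysed for luciferase measurement.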
The depositor's hits bear a star; ? = inconclusive; [ ] = another dose, or the depositor's remark. On the % scale 0 is the no-effect control and ±100 the full control effect. This is a subset, so the mix of outcomes need not match the whole.

Value order: HCV inh | HCMV antiviral
CC(Nc1nc(-c2ccc(F)cc2)cs1)c1nc2cc(C(F)(F)F)ccc2n1CCOCCO (stereo not drawn)
 : 1% | -2
Cc1ccc(S(=O)C(c2ccccc2)c2ccccc2)cc1 (stereo not drawn)
 : -21% | ?
COc1ccc(-c2cc(C(=O)Nc3cc(S(N)(=O)=O)ccc3C)c3ccccc3n2)cc1OC
 : ? | ?
COC(=O)C1OC1c1cc([N+](=O)[O-])ccc1OC (stereo not drawn)
 : 0% | 14
O=C(O)C1C2OC3C(OC(=O)C31)C2Br (stereo not drawn)
 : 4% | ?
NS(=O)(=O)c1cnccc1Oc1cccc(Cl)c1
 : 11% | -23
O=[N+]([O-])c1ccccc1Nc1ccccc1[N+](=O)[O-]
 : -10% | 9
CC(C)N1CC(COc2ccccc2Cl)OC1=O (stereo not drawn)
 : 6% | -21
O=C(OCC1COC(c2ccccc2)(c2ccccc2)O1)c1ccccc1 (stereo not drawn)
 : 2% | 12
CCN(CC)c1ccc(C(=C2C=CC(=[N+](CC)CC)C=C2)c2ccc(S(=O)(=O)O)cc2S(=O)(=O)[O-])cc1
 : 2% | ?
CCOC(=O)c1ncccc1NC(=O)CC(=O)Nc1cccnc1C(=O)OCC
 : 15% | ?
CC(=O)Nc1ccc(C=CC=Cc2cccc([N+](=O)[O-])c2)cc1
 : -13% | 30
O=P(Oc1ccccc1)(N1CCOCC1)N1CCOCC1
 : 20% | 10
O=S1(=O)CSCS(=O)(=O)C1
 : 4% | -35
CN(C)CCSC1c2ccccc2CSc2ccccc21 (stereo not drawn)
 : ? | 37

The listing continues:
Value order: HCV inh | HCMV antiviral
Oc1ccccc1C=NCCN1CCN(CCN=Cc2ccccc2O)C1c1ccccc1O (stereo not drawn)
 : 14% | -1
O=C(CCC(=O)c1ccccc1)Nc1ccccc1
 : 5% | 45
CN(C)CCC(C(=O)c1ccccc1)c1ccncc1 (stereo not drawn)
 : 4% | ?
COc1ccc2c(c1)O/C(=C\c1ccccc1O)C2=O
 : 2% | 70
O=C(Nc1cc(S(=O)(=O)N2CCOCC2)ccc1N1CCCC1)c1ccccc1C(F)(F)F
 : -4% | ?
Cc1ccc(CC2(c3ccccc3)NC(=O)NC2=O)cc1 (stereo not drawn)
 : -5% | 28
O=P(Oc1ccccc1)(Oc1ccccc1)N1CCOCC1
 : ? | 5
CCCN1Cc2cccc(C(=O)Nc3ccc(OC)c(OC)c3)c2C1=O
 : -14% | ?
CCCCCCCCCCCCCC(=O)NO
 : ? | -1
Cc1ccc(S(=O)(=O)N2CCN(C(=O)COC(=O)CCOc3cc(C)ccc3C)CC2)c(C)c1
 : 22% | -1
N#Cc1sc2nccc(Nc3ccccc3)c2c1N
 : ? | -87*
O=C(Sc1ccc(Cl)cc1)c1ccccn1
 : ? | 63
COc1cc(N(C)C)ccc1C=c1c2ccccc2n2c1cc(-c1ccccc1)[n+]2C
 : 10µM* | -99*
CCCCN1C=C(C(=O)c2ccccc2)C(=O)CC1
 : 41%[activator] | -34
Cc1onc(-c2c(Cl)cccc2Cl)c1C(=O)N1C(C)CCCC1C (stereo not drawn)
 : 9% | 11

Entries from the list above that contain a carbonyl joined to an NH by a bond outside any ring, in the order listed:
Value order: HCV inh | HCMV antiviral
COc1ccc(-c2cc(C(=O)Nc3cc(S(N)(=O)=O)ccc3C)c3ccccc3n2)cc1OC
 : ? | ?
CCOC(=O)c1ncccc1NC(=O)CC(=O)Nc1cccnc1C(=O)OCC
 : 15% | ?
CC(=O)Nc1ccc(C=CC=Cc2cccc([N+](=O)[O-])c2)cc1
 : -13% | 30
O=C(CCC(=O)c1ccccc1)Nc1ccccc1
 : 5% | 45
O=C(Nc1cc(S(=O)(=O)N2CCOCC2)ccc1N1CCCC1)c1ccccc1C(F)(F)F
 : -4% | ?
CCCN1Cc2cccc(C(=O)Nc3ccc(OC)c(OC)c3)c2C1=O
 : -14% | ?
CCCCCCCCCCCCCC(=O)NO
 : ? | -1

Continuation:
Value order: HCV inh | HCMV antiviral
O=Cc1cccnc1SCc1ccccc1
 : -15% | 45
O=C(NC1CC1)c1cccc(NC(=O)C2CCCCC2)c1
 : -10% | 7
O=C(NNC(=O)c1ccc(Cl)c(Cl)c1)c1ccncc1
 : 8% | -20
O=C1c2cccc3cc([N+](=O)[O-])cc(c23)C(=O)N1c1nncs1
 : 10% | 10
C[C@H](CO)N1C[C@H](C)[C@@H](CN(C)S(=O)(=O)c2ccc(F)cc2)Oc2c(NC(=O)c3ccncc3)cccc2C1=O
 : 21%[8.37 µM] | -11
COC(C[C@@H](O)C[C@@H](O)[C@@H](C)OCc1ccccc1)OC
 : 3% | 10
C=CCNC(=O)c1c(CSc2ccc(Cl)cc2)noc1C(=O)NCc1ccccc1
 : ? | -3
COc1ccc(S(=O)(=O)N2CCOCC2)cc1NC(=O)C1CCCCN1S(=O)(=O)c1ccccc1 (stereo not drawn)
 : ? | ?
NC(=S)NN=C1CCC(C2CCCCC2)CC1 (stereo not drawn)
 : ? | -80*
Cc1ccc(S(=O)(=O)N2CCN(C(=O)COC(=O)COc3ccc(Cl)cc3C)CC2)c(C)c1
 : 15% | -12
O=C(Cc1ccccc1)N/N=C/c1ccccn1
 : 18% | -84*
COc1ccccc1NS(=O)(=O)c1cccc(C(=O)NCC2(N3CCCCC3)CCCCC2)c1
 : -17% | 10
Cc1nn(-c2ccccn2)c2c1C(=O)CC(C)(C)C2N=[N+]=[N-] (stereo not drawn)
 : ? | -24
O=S(=O)(CCN1CCOCC1)c1ccc(Cl)cc1
 : 11% | 17
Cc1cccc(NP2(=O)NCCCN2)c1
 : 10% | -8

New compounds follow.
smiles	HCV inh	HCMV antiviral
CCCn1c(N)c(N(CCOC)C(=O)CSc2cc(C)c3ccccc3n2)c(=O)[nH]c1=O	-9%	10
O=C(Cc1ccccc1[N+](=O)[O-])NCC(O)c1ccc2c(c1)OCO2 (stereo not drawn)	-9%	-14
CCc1cc(-c2ccc3c(c2)COc2c4ccccc4nn2-3)on1	-11%	-7
Cc1cc(Oc2cccc3c2S(=O)(=O)N(C2CCCC2)CC(COCc2ccccc2)O3)cc(C)c1C (stereo not drawn)	-1%	-14
COc1ccc2c(c1)C(O)C(CO)C(C(=O)O)C2 (stereo not drawn)	18%	19
C=CC1(C)CN(Cc2ccco2)S(=O)(=O)c2c(F)cccc2O1 (stereo not drawn)	-24%	-3
CC12CCCC(CC(=O)O)(C1)NC(=O)C2 (stereo not drawn)	14%	-13
COc1ccccc1C(=O)NCCCCNC(=O)c1ccccc1OC	-13%	-12
CCC1(CC(C)C)C(=O)NC(=S)NC1=O	26%	-27
COc1cc(-c2nnc(COC(=O)c3cccn3C)o2)cc(OC)c1OC	?	30
Clc1ccc(CSc2ncnc3c2ncn3C2CCCCO2)cc1 (stereo not drawn)	?	-2
CC12CCC(C(=O)C1)C1(C)CCCC(=O)C21 (stereo not drawn)	24%	26
CC(C)C[C@@H](CNCC(=O)[C@H](Cc1c[nH]c2ccccc12)NC(=O)c1[nH]cnc1C(=O)N[C@@H](C)CN)NC(=O)c1nc[nH]c1C(=O)N[C@@H](C)C(=O)O	46%[activator]	29
CCOc1ccc(Nc2cc(C)nc3ccc(C)cc23)cc1	?	-74*
COc1ccc(CCC(=O)c2ccc(OC)cc2)cc1	3%	10

The last three compounds of the section above are carried over, then new ones follow.
smiles	HCV inh	HCMV antiviral
CC(C)C[C@@H](CNCC(=O)[C@H](Cc1c[nH]c2ccccc12)NC(=O)c1[nH]cnc1C(=O)N[C@@H](C)CN)NC(=O)c1nc[nH]c1C(=O)N[C@@H](C)C(=O)O	46%[activator]	29
CCOc1ccc(Nc2cc(C)nc3ccc(C)cc23)cc1	?	-74*
COc1ccc(CCC(=O)c2ccc(OC)cc2)cc1	3%	10
COc1ccc(C(=O)Cn2c(N3CCCCC3)nc3c2c(=O)n(C)c(=O)n3C)cc1OC	19%	0
Cc1ccc(NC(=O)/C=C/c2ccco2)cc1S(=O)(=O)N1CCCCCC1	2.8µM*	-89*
Nc1nc(=O)n(C2CCCCO2)cc1Br (stereo not drawn)	12%	-3
O=C(NN=Cc1ccccc1)NN=Cc1ccccc1	-4%	43
Nc1nc(-c2ccccc2)c(CCCNc2ccccc2)c(=O)[nH]1	12%	0
COc1cc(C(=O)N2CCN(CC(O)COc3ccccc3)CC2)cc(OC)c1OC (stereo not drawn)	14%	40
O=[N+]([O-])/C=C/c1c(Cl)cccc1Cl	8.9µM*	-19
O=C(Nc1ccc(Nc2ccccc2)cc1)c1ccccc1	-23%	3
CCCCc1ccc(NC(=O)C2CCCC2)cc1	-10%	59
COc1ccc(-c2oc3ccc(-c4ccc5c(c4)OCO5)cc3c2-c2ccc(OC)nc2)cc1	7%	1
Cc1cc(C)c(C(=O)NCC(=O)c2ccccc2)c(C)c1	-1%	20
N#CC1C(=O)NC(=O)CC12CCCCC2 (stereo not drawn)	10%	3
C=C1CCN([C@@H](Cc2ccccc2)C(=O)N2CCOCC2)S(=O)(=O)c2ccccc21	17%	11
O=C(O)c1ccccc1C=NNc1ccc([N+](=O)[O-])cn1	-11%	-23
CN1CCN(C2Cc3ccc(F)cc3Sc3cc(F)c(Cl)cc32)CC1 (stereo not drawn)	?	-95*

Continued.
smiles	HCV inh	HCMV antiviral
CC1=NN(c2ccccc2)C(c2ccco2)C1 (stereo not drawn)	-6%	-23
O=C(OCCc1ccccn1)c1cccc([N+](=O)[O-])c1	-2%	19
CC(C)(C)[C@H]1C=C(C(=O)O)O[C@@H](OCc2ccc(CO)cc2)C1	-6%	39
COc1ccc(S(=O)(=O)Nc2ccc3c(c2)C(=O)N([C@H](C)CO)C[C@H](C)[C@@H](CN(C)S(=O)(=O)c2ccc(OC)cc2)O3)cc1	36%[activator][8.37 µM]	-92*
COc1ccc(-c2ccc3oc(-c4ccc(OC)cc4)c(-c4cc(OC)c(OC)c(OC)c4)c3c2)cc1	13%	-9
COC(=O)C(C)(C)c1cccnc1C#N	24%	4
COc1ccc(NS(=O)(=O)c2cc(OC)ccc2OC)cc1	-18%	-17
COc1ccc(C=NNc2ccc([N+](=O)[O-])cn2)cc1	30%	51
COc1ccc(CC(=O)N/N=C/c2ccc(C)s2)cc1	-8%	9
COc1ccc(NP2(=O)OCC(C)(N)CO2)cc1 (stereo not drawn)	-1%	-29
CC(=O)Nc1ccc2c(c1)Cc1c-2cc(Br)c(N)c1Br	11µM*	-22
C/C=C1\CN2[C@H]3C[C@@]45c6ccccc6N(C)[C@H]4[C@@H]2CC1C3[C@H]5O (stereo partly drawn)	17%	-11
Cc1cccc(NC2=NC3(CCCCC3)N=C(N)N2)c1	-24%	-1
C#CCNC(=O)C1=C[C@@H](c2ccc(C#C)cc2)C[C@@H](OCCCCO)O1	-26%	-31
COC1=CC(=O)OC(c2ccco2)C1 (stereo not drawn)	8%	22

Other compounds follow.
smiles	HCV inh	HCMV antiviral
O=C(Oc1ccc(/C=N/NC(=O)c2ccccn2)cc1)c1ccc(Br)cc1	27%	66
Cc1ccc(NC(=S)NC(=O)c2cncc(Br)c2)c(C)c1	-24%	2
CN1OC[C@@H]2CN(C(=O)CCc3ccccc3)[C@H](c3cccc(N4CCOCC4)c3)C[C@@H]21	21%[8.37 µM]	-19
CC(=NNC(=O)c1ccncc1)c1ccc2ccccc2c1O	?	-77*
O=S(=O)(NCCc1nc2ccccc2[nH]1)c1ccccc1	10%	-17
Cc1ccc(C(=O)C2CC2)c(C)c1	4%	19
O=C(NNC(=O)c1cc(-c2ccc(Br)cc2)nc2ccccc12)c1csc(N2CCOCC2)n1	?	-5
CC(=O)NC(CC(C)C)C(=O)O (stereo not drawn)	17%	-11
CCN(CC)S(=O)(=O)c1cccc(C(=O)NCCc2ccccc2)c1	-20%	5
CCOC(=O)[C@]12Cc3cc(Cl)ccc3[C@H]1N(Cc1ccccc1)C(=O)c1ccccc12	-13%[8.37 µM]	-34
COc1ccccc1N(C)S(=O)(=O)c1ccc(C(=O)Nc2cc(OC)c(OC)c(OC)c2)cc1	?	-23
CCOC(=O)c1cc(C#N)c(N2CCCCC2)nc1-c1ccccc1	?	-11
c1ccc(NN=C2c3ccccc3-c3ccccc32)cc1	?	114
COc1ccc(-c2oc3ccc(N4CCOCC4)cc3c2C#CC2(O)CCCCC2)cc1	10µM*	5
CC(C)Oc1ccc(/C=C(\C#N)C(=O)NC2CC2)cc1	-20%	10

Carrying on.
smiles	HCV inh	HCMV antiviral
CN(C(=O)c1cccc(NC(=O)Cc2ccc(NC(=O)C3CCN(C(=O)c4ccccc4)CC3)cc2)c1)C1CC1	4%	-20
O=C1Nc2ccccc2SC1c1ccccc1Cl (stereo not drawn)	8%	-30
O=C(Nc1ccc(Cl)cc1)c1ccc2c(c1)S(=O)(=O)c1ccccc1C2=O	16%	9
COc1ccc(/C=C/C(=O)NCCCNC(=O)/C=C/c2ccc(OC)c(OC)c2)cc1OC	?	68
CC1(c2nnc(Cc3ccccc3)o2)CC(c2ccc(Cl)cc2)=NO1 (stereo not drawn)	2%	-11
CC(C)c1ccc(C=NNc2ccc([N+](=O)[O-])cn2)cc1	-14%	40
CCOC(=O)[C@]12Cc3cc(OC)c(OC)cc3[C@H]1N(Cc1ccccc1)C(=O)c1ccccc12	?	63
COc1ccc(CN2CCC3CC2c2cc(Cl)ccc23)cc1 (stereo not drawn)	-8%[8.37 µM]	-2
Cc1ccccc1NC(=O)Cc1nc(COC(=O)c2ncc(Cl)c(Cl)c2Cl)cs1	-19%	-4
CCN(CC)CC(C)(C)C(=O)/C=C/c1ccc(/C=C/C(=O)C(C)(C)CN(CC)CC)cc1	2.2µM*	1
Nc1ccc(OCc2ccccc2)cc1[N+](=O)[O-]	-21%	7
